14-3-3g Raf = 14-3-3 gamma protein interaction modulation; P61981; FP, 14-3-3gamma / TMR-pS259-Raf peptide binding; inhibition, % at 40 µM; 160,000 tested, 0.19% active; AID 422; in the data active = inhibition above about 30%;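 also: 0% = protein plus tracer without compound and 100% = blank with tracer alone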
Target sequence (P61981 whole entry, looked up): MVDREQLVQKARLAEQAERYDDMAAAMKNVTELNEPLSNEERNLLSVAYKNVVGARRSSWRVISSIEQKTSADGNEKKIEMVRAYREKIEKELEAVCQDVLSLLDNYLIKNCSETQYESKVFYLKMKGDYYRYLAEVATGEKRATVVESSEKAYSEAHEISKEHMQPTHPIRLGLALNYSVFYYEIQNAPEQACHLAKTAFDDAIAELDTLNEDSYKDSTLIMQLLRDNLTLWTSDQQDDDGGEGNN
* marks the source's active call; other numbers are inactive results; & = joins results of further samples. The list is partial (hit frequency here may not be typical).

No.	mol	14-3-3g Raf
1	CC1(C)C(=O)C2(CCCCC2)C(=O)OC1c1cccs1 (configuration not stated)	0
2	CCCCNc1c(C(=O)OCC)c(C)nc2c1cnn2CC	-2
3	O=c1[nH]c2ccc(S(=O)(=O)Nc3ccc(Br)cc3)cc2s1	-1
4	COc1ccc(C=Nc2c(-c3ccc(OC)cc3)nc3n2CCS3)cc1	1
5	CCC(Sc1nc(C)cc(C)n1)C(=O)NC(C)c1ccccc1 (configuration not stated)	-2
6	CN(CCOC(=O)C1c2ccccc2Oc2ccccc21)C(C)(C)C	-4
7	Cc1cccc(C(=O)Nc2c3c(nn2-c2ccccc2C)CSC3)c1	-2
8	CC(Sc1nc(N2CCCCC2)c2c(c1C#N)CCCC2)C(=O)O (configuration not stated)	0
9	COc1ccccc1-c1nc(S(=O)(=O)c2ccccc2)c(N2CCCCCC2)o1	-3
10	Cc1ccccc1C(=O)NCc1ccncc1	-1
11	Cc1sc2ncn(CC(=O)N3CCN(c4ccc(F)cc4)CC3)c(=O)c2c1S(=O)(=O)N1CCOCC1	-3
12	Cc1ccc(CCN2CC(C(=O)NCCN3CCOCC3)CC2=O)cc1 (configuration not stated)	-1
13	COc1cc(Cl)c(C)cc1NC(=O)C1c2cc(OC)c(OC)cc2C(=O)N(C)C1c1ccc(OC)c(OC)c1 (configuration not stated)	-6
14	Cc1cc(NC(=O)c2ccc3nc(C)sc3c2)no1	-4
15	COc1ccc(CN(CCN(C)C)Cc2ccccc2)c(OC)c1	10
16	Cc1cccc(NC(=O)C(Cc2ccccc2)NS(=O)(=O)c2cccs2)n1 (configuration not stated)	-5
17	CCCCNS(=O)(=O)c1cc(OC)ccc1OC	2
18	Clc1ccccc1-c1nnc2sc(CCc3ccccc3)nn12	2
19	O=C(Nc1ccc(-c2nc3ccccc3s2)cc1)c1cc(=O)c2ccccc2o1	-2
20	OC1(c2cccc(C(F)(F)F)c2)CCNCC1	-6&-22
21	Cc1ccc(C(=O)Oc2c(S(=O)(=O)c3ccc(C)cc3)c(C)nn2C(C)(C)C)cc1	-2
22	O=C(O)CCc1nc2ccccc2n(Cc2ccccc2F)c1=O	1
23	COCCNC(=O)C(c1ccccc1)N(Cc1cccs1)C(=O)Cn1nnc2ccccc21 (configuration not stated)	-1
24	Cc1nnc(NC(=O)C2CCCN(S(=O)(=O)c3ccccc3C(F)(F)F)C2)s1 (configuration not stated)	-10
25	Cc1cc(C)n(-c2nc3ccccc3c(=O)n2OCC(=O)N(C)C)n1	7
26	Cc1nnc(C)c2c(C)n(-c3ccc(Br)cc3)c(C)c12	-6
27	CCOc1cc(C(=S)N2CCCC2)ccc1OCc1ccccc1Cl	-12
28	COc1ccc2nc(N3CCCC(C(=O)NC(C)C)C3)sc2c1 (configuration not stated)	-13
29	CCC(C)Sc1nc2c(cnn2-c2ccc(F)cc2)c(=O)[nH]1 (configuration not stated)	7
30	CC(c1ccncc1)N(CCN(C)C)C(=O)Nc1ccc(Cl)cc1 (configuration not stated)	-7
31	Cc1ccc(S(=O)(=O)N2CCOCC2)cc1C(=O)Nc1ccccc1C(=O)O	1
32	CCc1nnc(NC(=O)CSc2nnc(COc3ccc(C)cc3)n2-c2ccccc2)s1	-10
33	O=C(CSc1nnc(COc2ccccc2Cl)o1)Nc1nc(-c2ccccc2)cs1	-14
34	COc1ccc(CC(C)CC(=O)Nc2ccc(I)cc2)cc1 (configuration not stated)	-6
35	CCCc1cc(=O)oc2c(C)c3occ(-c4ccccc4)c3cc12	-16
36	COC(=O)c1cccc(NC(=O)CSCc2ccccc2)c1	-1
37	C=CCOC(=O)C1=C(C)Nc2[nH]c(=O)[nH]c(=O)c2C1c1ccc(C(C)C)cc1 (configuration not stated)	-26
38	CN(CC(=O)N1CCCCCC1)S(=O)(=O)c1ccc(Br)s1	-5&-2
39	O=C(Nc1ccc2oc(-c3cccc4c(Br)cccc34)nc2c1)c1ccc([N+](=O)[O-])o1	-6
40	CSCC[C@H](NC(=O)Nc1ccc(C)cc1C)C(=O)O	-2

Three structures from above, ordered by heavy-atom count, lowest first.
No.	mol	14-3-3g Raf
34	COc1ccc(CC(C)CC(=O)Nc2ccc(I)cc2)cc1 (configuration not stated)	-6
35	CCCc1cc(=O)oc2c(C)c3occ(-c4ccccc4)c3cc12	-16
37	C=CCOC(=O)C1=C(C)Nc2[nH]c(=O)[nH]c(=O)c2C1c1ccc(C(C)C)cc1 (configuration not stated)	-26

(cont.)
No.	mol	14-3-3g Raf
41	CSc1nc(-c2ccco2)cc(-c2ccccc2)c1C#N	2
42	O=C(CSc1nnc2c(n1)[nH]c1ccccc12)Nc1ccccc1F	-7
43	CCCNC(=O)CC1Sc2ccccc2NC1=O (configuration not stated)	4
44	CCS(=O)c1ccccc1C(=O)O (configuration not stated)	-2
45	CCOC(=O)c1cccc(NC(=O)CSc2nnc(-c3cccnc3)n2C)c1	-4
46	OCc1cn(-c2ccccc2)nc1-c1ccc(Br)cc1	2
47	Cc1cc(=O)oc2c1c(C)nn2C	14
48	Cc1onc(-c2c(F)cccc2Cl)c1C(=O)OCn1nnc2ccccc2c1=O	-4
49	COc1ccccc1C1CC(=O)C2=C(C1)NC(C)=C(C(=O)OC1CCCC1)C2c1ccc(OC(C)=O)cc1 (configuration not stated)	-13
50	O=c1c2cc3ccccc3cc2[nH]c(=S)n1Cc1ccco1	-49
51	O=C(NCCc1ccc(Cl)cc1)C1CCN(S(=O)(=O)N2CCCCC2)CC1	-5&-8
52	CN/C(=C\[N+](=O)[O-])NCCSCc1ccc(CN(C)C)o1	1
53	CC(C)CCOC(=O)c1c2c(n3ccccc13)C(=O)c1ccccc1C2=O	35*
54	CCOc1ccc(-n2ccnc2SCC(=O)Nc2nnc(CC)s2)cc1	-7
55	COc1cc2ccccc2cc1C(=O)Nc1ccccc1-c1nc2ccccc2[nH]1	-7
56	O=C(NCC1CCCO1)c1ccc(C(=O)NCC2CCCO2)cc1 (configuration not stated)	-8
57	O=C(CN1CCOCC1)N1N=C(c2c(-c3ccccc3)c3cc(Br)ccc3[nH]c2=O)CC1c1ccccc1 (configuration not stated)	-36
58	Nc1nonc1C(=O)NCCNCc1cc(Br)ccc1OCc1ccc(F)cc1	-2
59	CCNc1nc(Oc2ccc(C(=O)OC)cc2)nc(SC)n1	-4&4
60	Nc1c(C(=O)NCc2cccs2)nnn1-c1ccccc1	-1
61	Cc1ccc(C)n1-c1ccc(N2CCOCC2)nc1	-3
62	CCCSc1nc(N)cc(=O)[nH]1	-6&-2
63	Cc1ccc(C(C(=O)NCc2ccco2)N(Cc2ccco2)C(=O)CNC(=O)c2ccco2)cc1 (configuration not stated)	-11
64	O=C(CN1CCN(CC(=O)Nc2ccccc2F)CC1)Nc1ccc2c(c1)OCO2	-5

Given field by field: part of the list above
#32 CCc1nnc(NC(=O)CSc2nnc(COc3ccc(C)cc3)n2-c2ccccc2)s1
  14-3-3g Raf: -10

#27 CCOc1cc(C(=S)N2CCCC2)ccc1OCc1ccccc1Cl
  14-3-3g Raf: -12

New compounds follow.
No.	mol	14-3-3g Raf
65	CCOc1ccc(CNC(=O)C2CCN(S(=O)(=O)N3CCCC3)CC2)cc1OC	-7
66	CCc1ccc(CNc2ccc(O)cc2)cc1	-2
67	O=[N+]([O-])c1cccc(C=NCCc2ccncc2)c1	-11
68	COc1cccc(C(=O)OCCNC(=O)c2cccnc2)c1	2
69	O=C(Nc1sc2c(c1C(=O)NCc1cccnc1)CCCC2)c1ccco1	-9
70	O=C(Cn1nc(-c2ccccc2)ccc1=O)NCCCN1CCCCCC1	3
71	O=C(NCCn1ccc2ccccc21)c1ccc(Cl)cc1	0
72	COc1ccc(-c2cc(=O)oc3cc4occ(C)c4cc23)cc1	-9
73	COc1ccc(-c2cc(-c3ccccc3)nc(SCC(=O)NC3CC3)c2C#N)cc1	-2
74	O=C(CCc1ccccc1)Nc1nnc(-c2ccccc2I)s1	-4
75	O=C1CC(c2ccccc2)c2c(ccc3ccccc23)O1 (configuration not stated)	-2
76	Cc1nc2c(C(=O)N3CCCC3)c[nH]n2c(=O)c1Cc1cccc(Cl)c1	-10
77	COc1ccccc1-n1c(SCC(=O)Nc2ccc(C)cc2)nc(O)cc1=O	-111
78	COc1ccc(NC(=O)c2oc3ccc(S(=O)(=O)N4CCCCC4)cc3c2C)c(OC)c1	-7
79	CC(=O)c1c(C)oc2c(Cl)cc(NS(=O)(=O)c3ccccc3)cc12	-11
80	C=CCn1c(SCC(=O)NC2CCS(=O)(=O)C2)nc2scc(C3CC3)c2c1=O (configuration not stated)	-17
81	O=C1C=C(NCc2ccco2)CCC1	-7
82	CCc1nnc(NS(=O)(=O)c2ccc(NC(=O)OC)cc2)s1	2
83	COc1ccc(C)cc1NC(=O)c1cc2cc3ccc(C)cc3nc2o1	-9&13
84	O=C(CSc1nnc(CNC(=O)c2cccs2)o1)Nc1cccc(C(F)(F)F)c1	-6
85	COC(=O)c1cccc(N2C(=O)C3C4C=CC(C4=C(C)C)C3C2=O)c1 (configuration not stated)	-3
86	CCOC(=O)c1c(C)oc2c1cc(NS(=O)(=O)c1ccc(Br)cc1)c1ccccc12	-66
87	CC1(c2ccccc2Cl)NC(=O)N(CC(=O)NC(=O)NCc2ccco2)C1=O (configuration not stated)	-10
88	O=C(CCN1C(=O)c2ccccc2C1=O)Nc1ccc2c(c1)OCCO2	0
89	COCCNC(=O)c1ccc2c(c1)N(Cc1ccccc1C)C(=O)CS2	-8
90	COc1ccc2c(c1)CCc1c(C(=O)N3CCN(C)CC3)noc1-2	-1
91	COc1ccc(-c2cc(C(F)(F)F)n3ncc(C(=O)NC(C)(C)C)c3n2)cc1OC	-11
92	Cc1nc(NC(=O)CCCC2=NS(=O)(=O)c3ccccc3N2)sc1C	-10
93	CCC(=O)N1CCc2cc(S(=O)(=O)N3CCN(Cc4ccc5c(c4)OCO5)CC3)ccc21	-7
94	Cc1[nH]c2ccccc2c1C(Nc1cccc(C(F)(F)F)c1)c1cccnc1 (configuration not stated)	16
95	C=CCn1c(SCC(=O)Nc2ccc(F)cc2)nnc1-c1ccncc1	2
96	CC(NC(=O)OCc1ccccc1)C(=O)N1CC(O)CC1C(=O)O (configuration not stated)	-1
97	COc1ccc(NS(=O)(=O)c2cccc3nonc23)c(OC)c1	-22
98	c1ccc(-n2nnc3cnccc32)cc1	-10
99	O=C(NCCN1CCCc2ccccc21)c1cc(-c2cccs2)nc2ccccc12	-11
100	CC(=O)COc1cc(C)cc2oc(=O)c(C)c(C)c12	-6
101	CC(=O)N1CCc2cc(S(=O)(=O)N3CCCC3)ccc21	-2
102	Cc1ccc(OCc2nc(C#N)c(NCCCn3ccnc3)o2)cc1	-3
103	Cc1cc(Cl)c2c(N)cc(C)c(C)c2n1	-5
104	N#Cc1c(NC(=O)c2cccc(S(=O)(=O)N3CCCCCC3)c2)sc2c1CCCC2	-6
105	Cc1nc(NC2=NCN(CCCN3CCOCC3)CN2)nc2c(C)cccc12	-9
106	c1ccc2c(c1)NC1(CCCC1)n1c-2nc2ccccc21	5
107	CCOC(=O)CNC(=O)c1cc2c(n(-c3ccc(C)cc3)c1=O)CC(C)(C)CC2=O	-3
108	Cc1ccc(-c2noc(COc3cc(C)ccc3C)n2)cc1	-1
109	CCn1c(SCC(=O)C(C)(C)C)nnc1-c1cnccn1	-5
110	COc1ccc(Cl)cc1Nc1nc(-c2c(C)nc3ccccn23)cs1	1
111	CCOC(=O)NC1(C(F)(F)F)NC(=O)N(Cc2ccco2)C1=O (configuration not stated)	-7
112	COc1ccc(C(=O)NCC23C=CC(O2)C2C(=O)N(Cc4ccccc4)C(=O)C23)cc1 (configuration not stated)	-3
113	O=C(NCCCN1CCOCC1)c1cc2c(s1)CSC2	-6
114	COc1ccc2c(CSc3nc4nc(C)cc(C)n4n3)cc(=O)oc2c1	-3
115	CC1CCCC(NC(=O)C2CCN(S(=O)(=O)N3CCOCC3)CC2)C1C (configuration not stated)	1
116	Cc1ccc(N2C(=S)N(c3ccccc3)C3CS(=O)(=O)CC32)cc1 (configuration not stated)	-2
117	O=C(Oc1ccccc1)c1cccc(N2C(=O)CCC2=O)c1	3
118	CCCC12CN3CC(C)(CN(C1)C31CCCCC1)C2=O	-6
119	CC(=O)N(C)c1ccc(Nc2ccccc2)c2c1C(=O)c1ccccc1C2=O	-23
120	O=C(Cn1nnc(-c2ccccc2NC(=O)c2ccco2)n1)NC1CCCCC1	-1

Other results follow:
No.	mol	14-3-3g Raf
121	O=C(CSc1nnc(Cc2ccccc2)o1)NC1CC2CCC1C2 (configuration not stated)	-9
122	Cc1nc(C23CC4CC(CC(C4)C2)C3)c(C)o1	3
123	CCOC(=O)c1c(NC(=O)C2C3CCC(C3=C(C)C)C2C(=O)O)sc2c1CCCCCCC2 (configuration not stated)	-3
124	CN1CCN(c2ccc(Cl)cc2NC(=O)c2ccc(S(=O)(=O)N3CCCCCC3)cc2)CC1	-4
125	c1ccc(OCCCc2nc(-c3ccncc3)no2)cc1	-2
126	CCc1nnc(SCC(=O)NC(C)(C)C)nc1CC	5
127	CC(=O)C1C(c2cccc(I)c2)C(C#N)(C#N)C2C=Cc3ccccc3N12 (configuration not stated)	-185
128	COc1ccc(C2C(C(=O)Nc3ccc4c(c3)OCO4)c3cc(OC)c(OC)cc3C(=O)N2C)cc1OC (configuration not stated)	-14

Values in list order from the entries so far.
Compounds 121 to 128 in 14-3-3g Raf, in turn: -9, 3, -3, -4, -2, 5, -185, -14

(more compounds)
No.	mol	14-3-3g Raf
129	CCn1c(-c2cc(Br)ccc2O)n[nH]c1=S	1
130	N#Cc1ccc(C#N)c(-c2ccccc2)c1	-3
131	C=CCSc1nnc2c(n1)OC(c1cc3c(cc1Cl)OCO3)N(C(C)=O)c1ccccc1-2 (configuration not stated)	3
132	CC1CCN(S(=O)(=O)c2ccc3c(c2)c(=O)n(C)c(=O)n3C)CC1	2
133	Cc1nc2nc[nH]n2c(=O)c1NC(=O)c1cccs1	-1
134	CCOC(=O)c1sc(N2C(=O)C(O)=C(C(=O)c3ccco3)C2c2ccco2)nc1C (configuration not stated)	-62
135	NC(=O)N1c2ccccc2CCc2ccccc21	6
136	O=C(CSc1ncn[nH]1)Nc1cccc2ccccc12	-7&-5
